# From PubChem
# BLM inh = inhibitors of human Bloom syndrome helicase BLM | P54132 | recombinant BLM DNA unwinding, fluorescence dequenching | Potency, µM (series often up to 56.1 µM), inactives show top-dose activity change, negative = inhibition, most hits filed as inhibitors | actives 0.2% (n = 350,000) | AID 2528;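 further: potency means the concentration at half of the fitted maximal effect; plate controls were vehicle for no effect and no enzyme for full effect; nearly all actives have a fitted effect of over 35% in size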
# Apoferritin bind = candidate novel general anesthetic via apoferritin binding; apoferritin/1-aminoanthracene competitive binding, fluorescence; Potency, µM (top dose mostly 77.5 µM), for the others: at the highest dose activity change, negative = displacement, usual class: inhibitors; actives 0.074% (n = 350,000); further: potency means the concentration at half of the fitted maximal effect; on the % scale 0 is the no-effect control and ±100 the full control effect; nearly all actives have a fitted effect of over 20% in size
#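 Steps: apoferritin (10 uM) was premixed with half-saturated 1-AMA in PBS, compounds were pin-transferred, plates stood 10 min at room temperature, fluorescence was read at 380/535 nm, and curves were fitted with a Hill equation.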
# APEX1 inh = APE1 (human) endonuclease inhibition | recombinant APE1, TAMRA/BHQ-2 abasic DNA cleavage fluorescence | actives 0.35% (n = 350,000) | P27695 | AID 2517 | Potency, µM (series often up to 65.8 µM), for the others: at the highest dose activity change, negative = inhibition, actives largely listed as inhibitors;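 further: potency means the concentration at half of the fitted maximal effect; plate controls were vehicle for no effect and reference inhibitor for full effect; nearly all actives have a fitted effect of over 55% in size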
#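 Activity was derived from the fluorescence gain between first and third kinetic reads (60 s intervals, ex 525/em 598 nm) after 50 nM THF-abasic TAMRA/BHQ-2 duplex was added to 0.75 nM APE1 preincubated 15 min with compound.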
# Pol kappa inh = DNA polymerase kappa (human) inhibition | Q9UBT6 | purified Pol kappa, fluorescent DNA synthesis assay, 10 min | Potency, µM (top dose mostly 107 µM), without a hit: top-dose activity, negative = inhibition, hits mostly inhibitors | actives 0.53% (n = 400,000) | AID 588579; further: potency means the concentration at half of the fitted maximal effect; on the % scale 0 is the no-effect control and ±100 the full control effect
#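 Inhibition of 10 nM Pol kappa is measured by a fluorescent read-out at 0 and 10 min following addition of 50 nM substrate (final), with a 15-min room-temperature compound preincubation.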
# Pol iota inh = DNA polymerase iota (human) inhibition; Q9UNA4; Pol iota fluorescent replication assay, 10 min; Potency, µM (doses to about 115 µM), without a hit: top-dose activity, negative = inhibition, hits mostly inhibitors; actives 1% (n = 390,000); AID 588590; further: potency means the concentration at half of the fitted maximal effect
#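 Fluorescent replication assay read twice, at 0 min and 10 min after adding 50 nM (final) substrate. Enzyme (10 nM) and compounds were first incubated 15 min at room temperature; enzyme-free buffer wells were negative controls.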
# RXFP1 antag = RXFP1 (human) relaxin receptor antagonism | activity change, negative = inhibition, % at 57.5 µM | HEK293-RXFP1, relaxin-stimulated cAMP HTRF, 30 min; active compounds read low | AID 1259400 | actives 0.59% (n = 350,000) | Q9HBX9;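 active means activity change of -60% or lower, but not beyond a set lower limit; inconclusive means change between -60% and -40%, or beyond the set limit; inactive means change above -40%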; further: on the % scale 0 is the no-effect control and ±100 the full control effect
# POLB inh = blocks human DNA polymerase beta activity | P06746 | Pol beta primer extension/strand displacement, fluorescence kinetic | Potency, µM (highest dose often 114 µM), for the others: top-dose activity change, negative = inhibition, actives largely listed as inhibitors | actives 1.3% (n = 340,000) | AID 485314; further: potency means the concentration at half of the fitted maximal effect; on the % scale 0 is the no-effect control and ±100 the full control effect
#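 Enzyme-only controls used 10 nM Pol beta; buffer lacking enzyme served as negative control. Compound preincubated 15 min, then 50 nM substrate added; 0 and 10 min reads at room temperature.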
# POLH inh = inhibitors of human DNA polymerase eta. Q9Y253. recombinant Pol eta, fluorescent DNA replication assay. Potency, µM (series often up to 114 µM), without a hit: at the top dose activity change, negative = inhibition, usual class: inhibitors. actives 1.2% (n = 390,000); further: potency means the concentration at half of the fitted maximal effect; on the % scale 0 is the no-effect control and ±100 the full control effect
#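 Pol eta (10 nM) was preincubated with compounds for 15 min at room temperature, after which fluorescent replication substrate (50 nM final) was added to start the reaction. Fluorescence was read kinetically at 0 and 10 min.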
# PGK inhibitor = T. brucei PGK inhibition; actives 0.043% (n = 380,000); Potency, µM (top dose mostly 57.5 µM), for the others: at the highest dose activity change, negative = inhibition, actives largely listed as inhibitors; PGK/GAPDH coupled, Kinase-Glo luminescence, 60 min; further: potency means the concentration at half of the fitted maximal effect; on the % scale 0 is the no-effect control and ±100 the full control effect; nearly all actives have a fitted effect of over 60% in size
#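 Luminescent ATP detection (Kinase-Glo Plus) follows a 60-minute room-temperature incubation, with wells lacking PGK as controls. Buffer: 100 mM TEA (pH 7.6), 5 mM MgCl2, 0.01% Tween-20. Coupling enzyme GAPDH (100 nM final) supplies unstable 1,3-BPG in-well.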
# * marks the source's active call; other numbers are inactive results; i = inactive; ? = inconclusive; nt = no result given; [ ] = dose if it differs, or a comment. Unless noted, the call rests on the fitted dose curve; in most records, active means well fitted curve in the direction sought with a large enough effect; inconclusive means small, poorly fitted or top-dose-only effect, or another doubt; inactive means no such curve, though single readings can be large; an effect the other way counts as inactive or inconclusive.
SMILES,BLM inh,Apoferritin bind,APEX1 inh,Pol kappa inh,Pol iota inh,RXFP1 antag,POLB inh,POLH inh,PGK inhibitor
COc1ccc(CCNC(N)=S)cc1OC,3%,-7%,4%,-6%,-4%,15,33%,-13%,-8%
S=c1[nH]cc(-c2ccccc2)n1-c1cccc(Cl)c1,-1%,-8%,-4%,-11%,14%,-20,23%,-12%,3%
Cc1ccc(-c2cc(C(=O)O)c3cc(Br)ccc3n2)o1,3%,-6%,-3%,?,?,9,22µM*,20µM*,-13%
CCOC(=O)C1CCN(C(=O)c2ccc(Cl)c(S(=O)(=O)N3CCOCC3)c2)CC1,1%,-9%,-1%,-11%,-11%,9,32%,-1%,-10%[11.5 µM]
Cc1cccc(N(C)S(=O)(=O)c2c(C)noc2C)c1,-2%,1%,-11%,5%,-4%,5,12%,-1%,-4%
c1ccc2cc(OCc3nc4ccccc4[nH]3)ccc2c1,2%,1%,4%,-3%,24%,4,-20%,-8%,-8%
COc1ccc([N+](=O)[O-])cc1NC(=O)C(C)N(C)Cc1cccc(OC)c1OC (stereo not drawn),0%,1%,-8%,-17%,7%,-6,29%,-13%,3%
COc1ccc(C)cc1NC(=O)C(OC(=O)C1CC1)c1ccccc1 (stereo not drawn),-4%,-16%,-3%,-11%,86%[activator],11,2%,-9%,-8%
COc1ccc(-c2cc(C(F)(F)F)nc(SCC(=O)Nc3cc(C)on3)n2)cc1OC,-12%,-7%,19%,-12%,7%,-6,2%,2%,-5%
CCC(=O)N1c2ccc(S(=O)(=O)N3CCN(CC)CC3)cc2CC1C (stereo not drawn),3%,-9%,-11%,-6%,4%,-7,19%,15%,-6%
Cc1ccc(NC(=O)CSc2nc(-c3cccs3)nc3cc(=O)[nH]n23)cc1C,-2%,5%,6%,-42%,89µM*,-39,50µM*,-18%,-15%
O=C(CNC(=O)c1ccco1)NCc1ccc2c(c1)OCO2,nt,nt,-11%,-7%,65%[activator],2,nt,-21%,-4%
Cc1cc(C)n2c(=O)[nH]nc2c1,nt,nt,nt,8%,18%,-9,nt,-19%,i
CC[N+](CC)(CC=C(C)C)CC(=O)OC,1%,1%,-1%,-15%,5%,-2,2%,-3%,5%
O=C(CCC1CCCCC1)Nc1ccc(S(=O)(=O)Nc2nccs2)cc1,-8%,-23%,-1%,?,17%,-22,2%,-8%,i
O=C(NCC1CCCO1)c1ccc(S(=O)(=O)N2CCCCC2)cc1 (stereo not drawn),1%,0%,1%,6%,16%,-2,-16%,8%,0%
Cc1cc(=O)[nH]c2nnc(SCc3cccc(F)c3)n12,1%,-1%,nt,-8%[60.1 µM],7%,0,-16%,3%,-8%
CCCN(CCC)C(=O)Cn1c(=O)n(-c2ccc(C)c(C)c2)c(=O)c2c3c(sc21)CCCCC3,-8%,-20%,nt,-3%,-2%,nt,-21%,-10%,0%
CCn1c(SCC(=O)Nc2nccs2)nnc1-c1ccc(S(=O)(=O)N2CCCCCC2)cc1,-2%,?,-1%,10%,?,8,2%,-4%,-3%
CC1(C)CC(=O)C/C(=N\NC(=O)CCc2ccc(S(=O)(=O)N3CCOCC3)cc2)C1,-4%,-11%,7%,-18%,103%[activator],-6,33%,5%,3%

# Some of the entries so far, tab-delimited.
mol	BLM inh	Apoferritin bind	APEX1 inh	Pol kappa inh	Pol iota inh	RXFP1 antag	POLB inh	POLH inh	PGK inhibitor
c1ccc2cc(OCc3nc4ccccc4[nH]3)ccc2c1	2%	1%	4%	-3%	24%	4	-20%	-8%	-8%
COc1ccc([N+](=O)[O-])cc1NC(=O)C(C)N(C)Cc1cccc(OC)c1OC (stereo not drawn)	0%	1%	-8%	-17%	7%	-6	29%	-13%	3%
COc1ccc(C)cc1NC(=O)C(OC(=O)C1CC1)c1ccccc1 (stereo not drawn)	-4%	-16%	-3%	-11%	86%[activator]	11	2%	-9%	-8%
COc1ccc(-c2cc(C(F)(F)F)nc(SCC(=O)Nc3cc(C)on3)n2)cc1OC	-12%	-7%	19%	-12%	7%	-6	2%	2%	-5%
CCC(=O)N1c2ccc(S(=O)(=O)N3CCN(CC)CC3)cc2CC1C (stereo not drawn)	3%	-9%	-11%	-6%	4%	-7	19%	15%	-6%
Cc1ccc(NC(=O)CSc2nc(-c3cccs3)nc3cc(=O)[nH]n23)cc1C	-2%	5%	6%	-42%	89µM*	-39	50µM*	-18%	-15%
O=C(CNC(=O)c1ccco1)NCc1ccc2c(c1)OCO2	nt	nt	-11%	-7%	65%[activator]	2	nt	-21%	-4%
Cc1cc(C)n2c(=O)[nH]nc2c1	nt	nt	nt	8%	18%	-9	nt	-19%	i
CC[N+](CC)(CC=C(C)C)CC(=O)OC	1%	1%	-1%	-15%	5%	-2	2%	-3%	5%

# Further results follow:
SMILES,BLM inh,Apoferritin bind,APEX1 inh,Pol kappa inh,Pol iota inh,RXFP1 antag,POLB inh,POLH inh,PGK inhibitor
CSc1ccccc1NC(=O)c1cccnc1,0%,5%,-2%,0%,3%[58.9 µM],-3,1%,-10%,-7%
Cc1c(Br)c([N+](=O)[O-])nn1CC(=O)c1ccccc1,-1%,?,0%,10%,57%[activator],-2,2%,-8%,i
Cc1ccnc(NC(=O)c2oc3ccccc3c2C)c1,nt,nt,61%,-8%,7%,11,nt,-2%,-13%
CCN1C(=O)C(CC(=O)Nc2ccc(OC)cc2)N(Cc2cccnc2)C1=S (stereo not drawn),0%,-6%,3%,4%,-14%,-7,15%,-16%,-1%
CC(=O)Nc1ccccc1OCc1cc(=O)n2c3c(sc2n1)CCCC3,-3%,-7%,nt,6%,20%,nt,28%,-15%,i
O=C1C2C3C=CC(C3)C2C(=O)N1CC1CCCO1 (stereo not drawn),0%,-6%,0%,-2%,15%,2,?,-16%,0%
COc1cccc2cc(C(=O)N3CCN(C/C=C/c4ccccc4)CC3)c(=O)oc12,0%,-20%,1%,-10%,2%,8,-2%,2%,5%
O=[N+]([O-])c1cc(-c2nc3nc4ccccc4nc3n2CCc2ccccc2)cc([N+](=O)[O-])c1,-12%,-4%,1%,-14%,98%[activator],-8,-3%,-1%,-4%
Cc1cccc(N2C(=NC(=O)c3ccccc3)SC3CS(=O)(=O)CC32)c1 (stereo not drawn),-4%,-10%,-9%,-5%,117%[activator],-24,-18%,-7%,-9%
O=C(CN1CCN(Cc2ccccc2)CC1)Nc1cccc(Br)c1,-1%,-6%,18%,1%,-3%,-12,-12%,-21%,0%
O=S(=O)(NCC1CCCO1)c1ccc(S(=O)(=O)N(Cc2ccc(F)cc2)Cc2ccco2)cc1 (stereo not drawn),-3%,2%,-2%,-2%,16%,-23,-19%,-12%,2%
COc1ccc(N2CCN(/C(=N\S(=O)(=O)c3ccccc3)Nc3nc(C)cc(C)n3)CC2)cc1,-4%,8%,0%,-12%,?,-4,3%,-5%,7%
COc1ccc(-c2cc(C(=O)NC3CCCC3)no2)cc1,-4%,-4%,30%[12.4 µM],-6%,35%[activator],13,11%,-17%,-4%
COCCNC(=O)c1n[nH]c2ccccc12,-6%,3%,-5%,3%,?,20,-30%,1%,0%
Cc1ccccc1OCC(=O)Nc1ccc(N2CCN(C)CC2)c(Cl)c1,2%,-11%,48%[activator],2%,49%[activator],-10,-7%,-21%,4%
O=C(N/N=C/c1ccccc1Br)C1CC1,-3%,-6%,15%,-20%,13%,-1,18%,-7%,i
CC1(C)Cc2nc3nc(SCC(=O)NCCc4ccccc4)n(-c4ccccc4)c(=O)c3cc2CO1,-17%,-12%,-2%,-8%,7%,3,3%,-3%,3%
Fc1ccccc1N1CCN(c2c3c(nc4nncn24)CCC3)CC1,1%,-9%,nt,6%,20%,nt,16%,-8%,-2%
Cc1nn(Cc2ccc(F)cc2)c2sc(C(=O)Nc3ccc(N4CCOCC4)cc3N3CCOCC3)cc12,-9%,-6%,-11%,-5%,16%,2,28%,-21%,-5%
O=C(CSc1nccn1Cc1ccc(F)cc1)NCc1ccco1,0%,-9%,nt,0%[60.1 µM],29%,11,22%,-10%,-2%
O=S(=O)(c1ccccc1)c1ccc(NCc2ccco2)cc1,-14%,-22%,-8%,-10%,-28%[58.9 µM],-6,5%,-18%,i
O=C1c2ccc(Cl)cc2S(=O)(=O)c2cccc(C(=O)N3CCC(Cc4ccccc4)CC3)c21,nt,nt,35%,-3%,17%,nt,nt,-16%,-6%
N#C/C=C1\n2c(nc3ccccc32)OC12CCCCC2,0%,-14%,0%,8%,-8%,-8,1%,-11%,-10%
COc1ccc(C(=O)O/N=C(\C)c2ccccc2)cc1,-6%,-19%,-1%,-11%,-6%,-13,14%,-1%,22µM*
COc1cc(C2C(C(C)=O)=C(O)C(=O)N2Cc2ccccc2)ccc1O (stereo not drawn),-1%,-1%,26%,11%,12%,-5,-2%,-11%,-8%
Cc1[nH][nH]c(=O)c1C(c1ccc(Cl)cc1)c1c(C)[nH][nH]c1=O,-1%,-1%,14%,-13%,?,-80*,15%,-4%,5%
CC(C(=O)N1CCc2ccccc21)n1cnc2c1c(=O)n(C)c(=O)n2C (stereo not drawn),nt,nt,11%,-8%,17%,6,nt,-16%,-5%
Cc1nnc(SCC(=O)Nc2ncc3c(n2)CC(C)(C)CC3=O)s1,-13%,-11%,3%,0%,-2%,-3,1%,-7%,i

# Some of the compounds tested; the hit share may differ from the screen's.
